# OX1R antag-1 = human HCRTR1 antagonism; actives 0.43% (n = 330,000); AID 434989; O43613; CHO/OX1R cells, Fluo-8 calcium fluorescence, orexin A; inhibition, % at 5 µM;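 active means inhibition above its plate's threshold, mean inhibition of all tested compounds on the plate plus 3 SD, cut at about 37% in these data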;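 further: 0% = orexin A challenge wells and 100% = SB-334867-A antagonist wells; not every result past the cut was called active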
# Target sequence (O43613 whole entry, looked up): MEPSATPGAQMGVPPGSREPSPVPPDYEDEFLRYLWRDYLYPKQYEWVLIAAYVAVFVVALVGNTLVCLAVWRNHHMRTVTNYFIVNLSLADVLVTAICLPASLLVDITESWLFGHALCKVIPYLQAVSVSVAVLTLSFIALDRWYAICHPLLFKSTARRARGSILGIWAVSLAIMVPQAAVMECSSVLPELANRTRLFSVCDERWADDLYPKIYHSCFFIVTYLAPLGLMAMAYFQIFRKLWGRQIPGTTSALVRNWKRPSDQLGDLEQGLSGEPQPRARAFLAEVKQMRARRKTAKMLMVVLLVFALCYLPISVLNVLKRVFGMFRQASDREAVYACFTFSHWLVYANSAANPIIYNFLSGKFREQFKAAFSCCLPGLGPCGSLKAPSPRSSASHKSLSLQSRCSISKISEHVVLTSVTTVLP
# OX1R antag-2 = OX1R (human) antagonism. inhibition, % at 6.6 µM. OX1R-expressing cells, FRET antagonist read-out. AID 485270. O43613. actives 1.8% (n = 330,000); in the data active means inhibition mostly above about 38%, no sharp cut-off; inactive means mostly below about 40%;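 further: 0% = agonist challenge alone and 100% = reference antagonist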
# * marks the source's active call; other numbers are inactive results.
SMILES,OX1R antag-1,OX1R antag-2
COc1ccc(CCn2c(=N)c(S(=O)(=O)c3ccccc3)cc3c(=O)n4ccccc4nc32)cc1,-14,8
COc1ccc(C2(CCN)CC(C)N(C)CC2C)cc1 (centres undefined),-14,4
CCCCC(=O)N(c1ccc(C(=O)O)cc1)c1nc(-c2ccc(Cl)cc2)c(CC)s1,-21,10
COc1ccccc1NC(=O)Cn1c(=O)n2nc(C)nc2c2ccccc21,-25,18
Cc1c(Cl)cccc1NC(=S)N1CCN(Cc2ccc3c(c2)OCO3)CC1,-10,4
CC1(C)Oc2ccc3ccc(=O)oc3c2[C@H](O)[C@H]1O,-5,6
CC(OC(=O)c1ncc(Cl)c(Cl)c1Cl)C(=O)NC1CCCCC1C (centres undefined),-9,17
COC(=O)c1ccccc1NC(=O)Cn1cnc2cc(C)c(C)cc21,14,8
Cc1ccc2nc(-c3ccccc3)c(CN3CCSCC3)n2c1,-27,19
Cc1ccc(S(=O)(=O)N(CC(=O)Nc2cccnc2)c2cccc(Br)c2)cc1,-19,1
COc1ccc(Cl)cc1NC(=O)NCC1CCN(Cc2ccccc2F)CC1,-15,9
CC1(C)Cc2ccccc2-c2nnc(-c3ccccc3)n21,-9,3
CCCCN1C(=O)C2C(c3ccc(OC)cc3O)NC(CC(C)C)(C(=O)O)C2C1=O (centres undefined),-6,11
O=C(O)CCCn1cc(NC(=O)COc2cc(F)ccc2[N+](=O)[O-])cn1,-14,24
CCn1c(=O)c2c(nc(SCC(=O)NCC3CCCO3)n2C)n(C)c1=O (centres undefined),-11,4
CN(Cc1c(F)cccc1Cl)c1nnnn1-c1ccccc1,-22,20
Cn1c(SCC(=O)N2CCCC2=O)nc2ccccc21,-19,6
COc1cccc(C(=O)N(CN2CCCC2=O)c2cccc(Cl)c2)c1OC,-9,6
COc1ccc(S(=O)(=O)Nc2cccc(-c3ccc(N4CCCCCC4)nn3)c2)c(OC)c1,-24,5
Cc1ccc(C)c(NC(=O)CN(C)C(=O)c2cc(-c3cccs3)nn2-c2ccccc2)c1,-45,23
C=CCc1cc(Cl)ccc1OCCCNC(C)CC (centres undefined),-4,-3
NS(=O)(=O)c1ccc(NC(=O)CN2CCCC2)cc1,-10,9
CC1(C)c2[nH]c3ccccc3c2C[C@@H]2C(=O)N(Cc3ccccc3F)C(=O)N21,-24,38
C/C=C(\C)C(=O)N1CCC(C(=O)c2ccccc2)CC1,-5,-6
O=[N+]([O-])c1ccc(O)c(-c2nn[nH]n2)c1,0,18
# Carrying on:
SMILES,OX1R antag-1,OX1R antag-2
Clc1cccc(Nc2ncnc3ccc(Br)cc23)c1,-38,53
COC(=O)c1ccsc1NC(=O)CCS(=O)(=O)c1ccc(Cl)cc1,-23,9
Cc1ccc(S(=O)(=O)N2[C@@H](c3ccc(F)cc3)C(C(=O)O)=CC[C@H]2c2cccc(Cl)c2)cc1,-19,24
C/C(=N\O)C1/C(=N/O)CC2C1C2(C)C (centres undefined),-12,14
O=C(CN1C(=O)NC2(CCCC2)C1=O)OCCOc1cccc(Cl)c1,-14,11
COc1ccccc1CNC(=O)CSC(=S)N1CCCC1,-12,6
Cc1ccc(O)c(NC(=O)c2ccc3c(c2)C(=O)N(CC(C)C)C3=O)c1,-8,5
CC(C(=O)NC1CCCC1)N1C(=O)c2cccc3cccc1c23 (centres undefined),-48,23
CC(=O)c1cc2c(cc1NC(=O)CN1CCCCC1C)OCO2 (centres undefined),-7,15
Cc1ccc(S(=O)(=O)N2CC3(C)CN(S(=O)(=O)c4ccc(C)cc4)CC(C)(C2)C3=O)cc1,-33,16
Cc1c(C(N)=O)sc2ncn(CCOc3ccccc3)c(=O)c12,-22,24
CCOC(=O)C1=C(C)NC(SCC(=O)Nc2cc(C)on2)=C(C#N)C1c1cccs1 (centres undefined),-2,10
c1ccc(CSc2ccc(-c3ccc4c(c3)OCO4)nn2)cc1,-5,19
Cc1ccc(N2C(=O)N(CC(=O)Nc3cccc(C)c3C)C(=O)C2C)cc1 (centres undefined),-11,15
COc1ccc(-c2nc3ccccc3c(=O)n2CCOc2cc(C)ccc2C)cc1,-2,10
CCN(CC)C(=O)[C@H]1CC(CC(=O)NCc2ccc(OC)c(OC)c2)C(=O)N2CCc3c([nH]c4ccccc34)[C@]12C (some centres undefined),-3,9
Cc1ccc(OCCCC(=O)NCc2ccco2)c(C)c1,-22,17
Cc1cc(=O)oc2cc(NC(=O)c3cccc(S(=O)(=O)N(C)C)c3)ccc12,-16,4
COC(=O)C(NC(=O)c1ccccc1)(Nc1nc(C)cs1)C(F)(F)F (centres undefined),-21,3
COc1ccc(N(C(=O)Cn2nnc3ccccc32)C(C(=O)NCc2ccco2)c2ccc(C)o2)cc1 (centres undefined),-39,28
CCOc1ccccc1OC(=O)CN1C(=O)c2ccccc2C1=O,-13,7
Clc1ccc(CSc2snnc2-c2ccccc2)c(Cl)c1,-8,22
Cc1nc2ccc(Cl)cc2c(-c2ccccc2)c1C(=O)N(C)C,-8,8
O=C1CCNCCN1[C@H](CO)Cc1ccccc1,5,13
COc1ccc(N(CC(=O)N2CCN(Cc3ccccc3)CC2)S(C)(=O)=O)cc1,-20,12

# Compound profiles, as listed above. Values in the order: OX1R antag-1 | OX1R antag-2
# `COc1ccc(-c2nc3ccccc3c(=O)n2CCOc2cc(C)ccc2C)cc1` is listed with -2 | 10
# `CCOC(=O)C1=C(C)NC(SCC(=O)Nc2cc(C)on2)=C(C#N)C1c1cccs1` (centres undefined) is listed with -2 | 10
# `COC(=O)c1ccsc1NC(=O)CCS(=O)(=O)c1ccc(Cl)cc1` is listed with -23 | 9

# 15 entries from above, sorted by count of non-hydrogen atoms, lowest first:
SMILES,OX1R antag-1,OX1R antag-2
C/C(=N\O)C1/C(=N/O)CC2C1C2(C)C (centres undefined),-12,14
O=C1CCNCCN1[C@H](CO)Cc1ccccc1,5,13
Clc1cccc(Nc2ncnc3ccc(Br)cc23)c1,-38,53
Cc1ccc(OCCCC(=O)NCc2ccco2)c(C)c1,-22,17
CC(C(=O)NC1CCCC1)N1C(=O)c2cccc3cccc1c23 (centres undefined),-48,23
COC(=O)c1ccsc1NC(=O)CCS(=O)(=O)c1ccc(Cl)cc1,-23,9
O=C(CN1C(=O)NC2(CCCC2)C1=O)OCCOc1cccc(Cl)c1,-14,11
Cc1ccc(O)c(NC(=O)c2ccc3c(c2)C(=O)N(CC(C)C)C3=O)c1,-8,5
Cc1cc(=O)oc2cc(NC(=O)c3cccc(S(=O)(=O)N(C)C)c3)ccc12,-16,4
COc1ccc(N(CC(=O)N2CCN(Cc3ccccc3)CC2)S(C)(=O)=O)cc1,-20,12
CCOC(=O)C1=C(C)NC(SCC(=O)Nc2cc(C)on2)=C(C#N)C1c1cccs1 (centres undefined),-2,10
Cc1ccc(S(=O)(=O)N2CC3(C)CN(S(=O)(=O)c4ccc(C)cc4)CC(C)(C2)C3=O)cc1,-33,16
Cc1ccc(S(=O)(=O)N2[C@@H](c3ccc(F)cc3)C(C(=O)O)=CC[C@H]2c2cccc(Cl)c2)cc1,-19,24
COc1ccc(N(C(=O)Cn2nnc3ccccc32)C(C(=O)NCc2ccco2)c2ccc(C)o2)cc1 (centres undefined),-39,28
CCN(CC)C(=O)[C@H]1CC(CC(=O)NCc2ccc(OC)c(OC)c2)C(=O)N2CCc3c([nH]c4ccccc34)[C@]12C (some centres undefined),-3,9

# Carrying on.
SMILES,OX1R antag-1,OX1R antag-2
O=C(Nc1cccc(F)c1)C1CCCN1S(=O)(=O)c1cccc2cccnc12 (centres undefined),27,71*
CCOc1ccccc1CNC(=O)CCC(=O)N1Cc2ccccc2Oc2ncccc21,-37,10
Cc1cc(C)n(C(=O)c2ccc(C)c(Br)c2)n1,2,-11
C=CCc1cccc2cc(C(=O)NNC(=O)c3ccncc3)c(=O)oc12,-13,34
CCNC(=O)NC(=O)COC(=O)c1ccccc1SCC(=O)NC(=O)NCC,-9,39
COc1cc(OC)c(C(=O)O/N=C(\N)c2ccccn2)cc1OC,-9,-5
CCOC(=O)N1CCN(C(=O)CCCOc2ccccc2)CC1,-3,1
COC(=O)Nc1ccc(S(=O)(=O)N2CCN(c3ccc(F)cc3)CC2)cc1,21,29
CCOC(=O)c1c(NC(=O)CSc2ncn[nH]2)sc(C(C)=O)c1C,-15,4
CSc1nc2ccccc2n1Cc1cccc(F)c1,-20,11
O=C(NCCCN1CCN(Cc2ccccc2)CC1)C1CCN(S(=O)(=O)N2CCCC2)CC1,-9,0
O=C1C2C3c4ccccc4C(c4ccccc43)C2C(=O)N1Cc1cccnc1 (centres undefined),-15,25
O=C(NCCCO)c1nc2ccccc2s1,-19,15
COc1ccc(/C(C)=N/NC(=O)c2cc(-c3cccnc3)nc3ccccc23)cc1,-26,12
CCC(C)c1ccc(NC(=S)NCCn2cc(Cl)cn2)cc1 (centres undefined),32,19
O=C(c1ccco1)N1CCN(c2ncnc3c2oc2ccccc23)CC1,0,74*
CSc1nc2ccsc2c(=O)n1-c1ccccc1,-11,24
CC1=CCC2C(=O)N(c3ccc(C)cc3)C(=O)C2C1 (centres undefined),-16,8
COc1ccc(-c2ccc3c(c2)S(=O)(=O)c2cccc(C(=O)N4CCN(c5c(Cl)cncc5Cl)CC4)c2C3=O)cc1OC,-10,15
S=C(NCc1cccs1)Nc1ccc(Br)cc1Cl,-4,20
CCOC(=O)C1(CCOc2ccccc2)CCN(Cc2cccc(F)c2)CC1,-34,25
O=C1C=CC(=C(c2ccc(O)cc2)c2ccc(O)cc2)C=C1,13,7
NS(=O)(=O)c1cccc(NC(=O)CCCNC(=O)c2ccc(Cl)cc2)c1,-8,18
CCOC(=O)N1CCN(S(=O)(=O)CCNC(=O)c2ccccc2)CC1,-12,23
O=C(c1cc(-c2ccccc2)nc2ccccc12)N1CCOCC1,-18,5
# Additional compounds follow:
SMILES,OX1R antag-1,OX1R antag-2
Cc1nc([N+](=O)[O-])c(SCC(O)CCl)n1Cc1ccc(Cl)cc1 (centres undefined),-22,19
COc1ccc(-n2c(COc3ccccc3)nnc2SCC(N)=O)cc1,-3,3
CCOC(=O)CN1C(=O)N[C@@H](c2cccs2)C(C(=O)OC)=C1C,-28,20
CS(=O)(=O)N1CCC(C(=O)N2CCc3ccccc3C2)CC1,-25,15
Cc1ccccc1N1CCN(Cc2cccc(C(=O)O)c2)CC1,-13,6
O=C(Cc1ccccc1[N+](=O)[O-])Nc1ccc(S(=O)(=O)N2CCCC2)cc1,-9,20
CNC(=O)c1ccccc1Nc1ccc(SC(F)F)cc1,1,11
Cc1cc(C)c[n+](-c2[nH]c(=O)sc2/C=N/NC([S-])=Nc2ccccc2)c1,-1,31
COc1ccccc1C(CNC(=O)COc1ccccc1C)N1CCCC1 (centres undefined),-34,7
Cc1ccc(Oc2nc3ccccn3c(=O)c2/C=C(\C#N)C(=O)Nc2c(C)n(C)n(-c3ccccc3)c2=O)cc1,-14,33
CCCCN=c1scc(-c2ccc3c(c2)NC(=O)CO3)n1N=C1CCCC1,-35,6
NC(N)=NN=C1c2ccccc2-c2ccccc21,-3,1
CCOc1ccc(NC(=O)Cc2ccc(S(=O)(=O)N3CCCCC3)cc2)cc1OCC,-28,3
Cc1ccc(C)c2nc3sc(C(=O)O)cc3cc12,-2,21
COc1ccc(CCNc2nc(-c3cccnc3)cs2)cc1OC,-25,27
CC1CCN(CCCNc2cc(NCCO)c([N+](=O)[O-])c3nonc23)CC1,-2,38*
CCOC(=O)C1CCN(Cc2cc(C(C)(C)C)c(O)c(C(C)(C)C)c2)CC1,-36,23
O=C(Cc1ccccc1)Nc1cccc(NC(=O)c2ccccc2)c1,-24,14
COc1ccc(N(C(=O)c2snc(C(N)=O)c2N)C(C(=O)NC2CCCC2)c2ccc(OC)c(OC)c2)cc1 (centres undefined),-38,15
Cc1ccc(CCNC(=O)c2cccc(N3CCCC3=O)c2)cc1,-11,2
Cc1sc2ncnc(N3CCC(C(=O)Nc4ccc(S(N)(=O)=O)cc4)CC3)c2c1C,14,-1
O=C(O/N=C/c1ccc2c(c1)OCO2)c1ccccc1Cl,-19,26
O=C(Nc1nnc(SCC(=O)N2CCCCC2)s1)c1c(F)cccc1F,-11,6
COc1ccc(C(=O)NCCCn2ccnc2)cc1[N+](=O)[O-],-12,17
CC(O)c1nc2ccccc2n1CC(=O)Nc1ccc(F)cc1Cl (centres undefined),-8,7
# (next part)
SMILES,OX1R antag-1,OX1R antag-2
COc1ccc(N2CCN(S(=O)(=O)c3ccc(-c4cnc(C5CC5)o4)cc3)CC2)cc1,-12,28
C=CCNC(=O)CSc1nc2sc3c(c2c(=O)n1CCCOC)CCC3,-10,20
Cc1ccc(C(=O)NCC(=O)NCC(=O)OCc2ccc(Oc3ccc([N+](=O)[O-])cc3)cc2)cc1,59*,49
Cc1cc(C)cc(NC(=S)Nc2ccccn2)c1,-17,16
CCOCCCNC(=O)C(c1ccc(Cl)cc1)N1CCN(c2ccccc2)CC1 (centres undefined),-33,5
O=C(CCSCCC(=O)NCc1ccccc1)NCc1ccccc1,3,13
O=C(NC1CCCC1)C(c1cccnc1)N(Cc1ccccc1)C(=O)c1csnn1 (centres undefined),-10,1
O=C(Cn1ncc2c3ccccc3n(Cc3ccccc3F)c2c1=O)NC1CC1,-6,13
CSc1cccc(NC(=O)c2cc(S(=O)(=O)N3CCc4ccccc43)cn2C)c1,-20,10
O=C(C=C1CCN(c2ncc(C(F)(F)F)cc2Cl)CC1)NNC(=O)Nc1ccc(Cl)cc1,0,8
COc1ccc(Cl)cc1NC(=O)CC(C)c1ccccc1 (centres undefined),-5,13
COc1ccc(-c2c(C#N)c(N)nc3sc(C(=O)c4ccccc4)c(N)c23)cc1,-13,15
O=C(O)c1ccc(CSCc2ccco2)cc1,8,17
Cc1ccc(S(=O)(=O)NCc2ccc(C(=O)NC3CCC(O)CC3)cc2)cc1C (centres undefined),-17,10
COC(=O)[C@@H]1C[C@]2(OC(=O)c3ccccc3)C=CC(=O)C[C@@H]2N1C(=O)OCc1ccccc1,-17,13

# Screening data as filed in PubChem.

# Not a hit list, and some 2.1% of all compounds hit somewhere here.
